HEK cytotox – Cytotoxic Profiling in HEK 293 Cell Line of Diverse Libraries Using Quantitative High-Throughput Screening. HEK 293 viability, ATP luminescence (CellTiter-Glo), 48-72 h. AID 1345083, 2018. 6.6% of 94,000 active. Potency, µM (top dose mostly 115 µM), for inactives: at the top dose activity change, negative = cytotoxicity, hits mostly inhibitors; note: potency is the fitted concentration of half-maximal effect; nearly all actives have a fitted effect of over 60% in size
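Read-out: CellTiter-Glo ATP luminescence. Cells: HEK 293, 250 cells/well. Exposure: 48 or 72 hr, 37 degree Celsius.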
SNCA viab count – GF-AFC viability counterscreen for inhibitors of alpha-synuclein gene (SNCA) expression. Potency, µM (highest dose often 57.1 µM), for inactives: at the highest dose activity change, negative = cytotoxicity, usual class: cytotoxic. HEK-293-SNCA-luc viability, GF-AFC fluorescence, 24 h. 0.12% of 150,000 active;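 note: potency is the fitted concentration of half-maximal effect; 0% = DMSO-treated cells and -100% = medium-only wells without cells; nearly all actives have a fitted effect of over 30% in size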
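Cytotoxicity counterscreen: after 24 h compound treatment of genome-edited SNCA-luciferase HEK-293 cells, live-cell protease substrate GF-AFC read by fluorescence after 30 min; activity scaled between DMSO (0%) and medium-only (-100%), curves Hill-fitted.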
IP6K1 inhibitor – Primary qHTS assay for small molecule inhibitors of Inositol hexaphosphate kinase 1 (IP6K1); 0.81% of 140,000 active; Inositol hexakisphosphate kinase 1 (Homo sapiens), Q92551; IP6K1 kinase, ADP-Glo luminescence, 2 h; active compounds read low; activity change, % (series mostly up to about 58 µM); AID 1645851, 2021; in the data active = activity change below about -25%
Target sequence (Q92551 whole entry, looked up): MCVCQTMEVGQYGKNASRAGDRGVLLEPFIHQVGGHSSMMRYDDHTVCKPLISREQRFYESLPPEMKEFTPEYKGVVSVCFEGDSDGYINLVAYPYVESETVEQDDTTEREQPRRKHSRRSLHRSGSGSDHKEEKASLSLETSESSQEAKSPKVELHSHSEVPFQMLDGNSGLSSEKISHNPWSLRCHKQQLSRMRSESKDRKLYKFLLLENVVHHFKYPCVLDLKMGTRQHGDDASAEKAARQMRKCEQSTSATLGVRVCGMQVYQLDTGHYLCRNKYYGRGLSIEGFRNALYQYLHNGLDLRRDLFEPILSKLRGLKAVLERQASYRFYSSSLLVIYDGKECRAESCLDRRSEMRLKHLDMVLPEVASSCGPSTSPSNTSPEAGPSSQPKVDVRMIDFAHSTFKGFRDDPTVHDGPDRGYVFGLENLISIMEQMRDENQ
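ADP-Glo luminescence measures ADP made by human IP6K1 during a 2 h RT reaction with ATP/IP6 (mix at 1.3 mM/130 uM); top library doses 57.5 and 19.1 uM final.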
Luciferase inh – Firefly luciferase inhibition profiling of diverse chemical library using quantitative high-throughput screening; Potency, µM (series often up to 115 µM), for the others: top-dose activity change, negative = inhibition, hits mostly inhibitors; purified P. pyralis luciferase, luminescence, biochemical; 2.5% of 76,000 active; note: potency is the fitted concentration of half-maximal effect; nearly all actives have a fitted effect of over 65% in size
Target sequence (P08659 whole entry, looked up): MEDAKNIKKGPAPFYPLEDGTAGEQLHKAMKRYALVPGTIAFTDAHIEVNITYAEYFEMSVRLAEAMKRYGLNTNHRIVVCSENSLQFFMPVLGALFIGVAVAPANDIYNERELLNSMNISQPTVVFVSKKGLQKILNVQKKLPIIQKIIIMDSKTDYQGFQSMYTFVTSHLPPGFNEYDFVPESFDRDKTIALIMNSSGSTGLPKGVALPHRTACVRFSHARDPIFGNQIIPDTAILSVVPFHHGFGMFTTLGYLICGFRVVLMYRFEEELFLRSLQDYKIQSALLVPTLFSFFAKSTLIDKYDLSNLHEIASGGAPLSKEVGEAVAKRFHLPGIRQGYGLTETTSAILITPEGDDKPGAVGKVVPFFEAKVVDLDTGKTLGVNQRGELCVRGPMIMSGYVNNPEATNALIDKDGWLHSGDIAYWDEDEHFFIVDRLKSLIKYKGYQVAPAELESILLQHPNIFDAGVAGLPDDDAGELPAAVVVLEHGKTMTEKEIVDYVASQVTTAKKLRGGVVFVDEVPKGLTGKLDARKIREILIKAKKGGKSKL
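Cell-free enzyme assay, 10nM P. pyralis luciferase, luciferin and ATP each at 10uM. Inhibition profiled over a 6-point titration, read as luminescence.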
NIH3T3 tox – Cytotoxic Profiling in NIH 3T3 Cell Line of Diverse Libraries Using Quantitative High-Throughput Screening; 4.3% of 94,000 active; NIH 3T3 viability, CellTiter-Glo ATP luminescence, 48-72 h; Potency, µM (series often up to 96.7 µM), inactives show at the top dose activity change, negative = cytotoxicity, usual class: inhibitors; note: potency is the fitted concentration of half-maximal effect; nearly all actives have a fitted effect of over 55% in size
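Cytotoxicity was measured by CellTiter-Glo ATP luminescence after 48 or 72 h compound exposure at 37 °C. Mouse NIH 3T3 fibroblasts were seeded at 400 cells/well and dosed by 23 nL pin transfer.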
SNCA expr inhib – Primary qHTS assay for inhibitors of alpha-synuclein gene (SNCA) expression. HEK-293 SNCA-luciferase knock-in, luminescence, 24 h. Potency, µM (highest dose often 57.2 µM), without a hit: top-dose activity change, negative = inhibition, actives largely listed as inhibitors. 0.17% of 140,000 active. AID 1671194, 2021;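 note: potency is the fitted concentration of half-maximal effect; plate controls were DMSO cells for no effect and cell-free wells for full effect; nearly all actives have a fitted effect of over 45% in size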
GPT2 inh – Primary qHTS assay for inhibitors of Glutamate pyruvate transaminase 2 (GPT2). Potency, µM (top dose mostly 57.7 µM), without a hit: at the highest dose activity change, negative = inhibition, most hits filed as inhibitors. Recombinant GPT2, coupled pyruvate oxidase/HRP Amplex Red fluorescence. 0.25% of 100,000 active. Alanine aminotransferase 2 (Homo sapiens), Q8TD30; note: potency is the fitted concentration of half-maximal effect; nearly all actives have a fitted effect of over 60% in size; many of its hits are not listed in these tables
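Recombinant GPT2 (10ng/uL) with 250uM a-KG and 2mM L-alanine, 30 min at room temperature, in HEPES pH 7.5 buffer. Pyruvate detected by pyruvate oxidase/HRP/Amplex Red fluorescence after 30 min in the dark; AOA (50uM) as positive control.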
Starred values were filed as active, the others as inactive; i = inactive; ? = inconclusive; nt = not tested or not shown; [ ] = dose if it differs, or a comment. Unless noted, calls come from the whole dose curve; as a rule, active = well fitted curve in the direction sought with a large enough effect; inconclusive = small, poorly fitted or top-dose-only effect, or another doubt; inactive = no such curve, though single readings can be large; an effect the other way counts as inactive or inconclusive. Unless noted, % is set by controls: 0 for no effect and ±100 for the full control effect. An excerpt; count on the stated rates, not on these rows.

SMILES	HEK cytotox	SNCA viab count	IP6K1 inhibitor	Luciferase inh	NIH3T3 tox	SNCA expr inhib	GPT2 inh
CC(=O)Nc1ccc(C(=O)N2CCCN(CCn3nc4n(c3=O)CCCC4)CC2)cc1	i	nt	-12	nt	-1%	nt	nt
COc1cc(Nc2nc3ccc(Cl)cc3nc2-n2nc(C)cc2C)cc(OC)c1	nt	14%	2	nt	nt	?	nt
COCCN1CCCN(C(=O)c2ccc(F)c(F)c2)c2ccccc21	?	-1%	3	-13%	-28%	2%	-10%
CC(C)c1cc(C(=O)NC(C)c2nc(-c3cccnc3)no2)on1 (stereo not given)	-13%	6%	1	2%	-25%	1%	-12%
COCc1noc(-c2ccc(NC[C@H]3CCc4ccccc4O3)nc2)n1	?	-15%	0	-8%	?	-5%	4%
COc1ccc(C(=O)NC2CCN(c3cc(-c4ccccc4)[nH]n3)CC2)c(C)c1	?	6%	9	4%	?	-9%	i
O=C(NCCCn1nccc1C1CC1)C1NCCc2[nH]cnc21 (stereo not given)	5%	-25%	0	6%	-11%	-7%	-3%
CC(=O)N1CC2(CCCCN2Cc2ccc(Cl)cc2)Cc2ccccc21 (stereo not given)	?	-8%	-19	nt	-11%	-6%	-4%
NCCC(=O)N1CCC(n2nccc2NC(=O)c2ccc3c(c2)OCO3)CC1	i	-1%	-8	10%	-2%	4%	-3%
CCc1ccccc1NC(=O)c1cc2nc(-c3ccc(Br)cc3)cc(C(F)(F)F)n2n1	nt	?	-11	nt	nt	-2%	nt
COC(=O)c1ccccc1NC(=O)CCC(=O)N1CC(C)Sc2ccccc21 (stereo not given)	nt	5%	-12	nt	nt	-1%	nt
CCC(Sc1nnc(C)n2c1cc1occc12)C(=O)Nc1ccccc1F (stereo not given)	nt	5%	-3	nt	nt	14%	nt
COCCCNc1oc(-c2ccc(COc3ccccc3C)o2)nc1C#N	nt	-5%	-4	nt	nt	27%	nt
Cn1cccc1C(=O)N1CC[C@H](CO)[C@H](NC(=O)C2CC2)C1	-19%	0%[12.5 µM]	34	-2%	-11%	-1%	i
CC(C)CCN1CCC2(C1)C(=NC1CCCC1)NC(=O)N2c1cc(F)cc(F)c1 (stereo not given)	?	-25%	-11	nt	?	?	i
Cn1nc(C2CCN(C(=O)c3ccc4ccccc4n3)CC2)n(-c2ccccc2)c1=O	-8%	7%	7	nt	?	7%	4%
CCc1ccccc1NC(=O)CN(c1cccc(C)c1C)S(C)(=O)=O	nt	-4%	10	nt	nt	10%	nt
CCOc1ccc(N2CC(c3nc4ccccc4n3CCC3CCCCC3)CC2=O)cc1 (stereo not given)	nt	-1%	-7	nt	nt	33%[activator]	nt
Cc1oc2c(c1C(=O)N1CCOCC1)CN(CCC(C)C)CC2	-8%	4%	5	-15%	-10%	-7%	i
COCCn1c(C)cc(C(=O)N2CC(COC)C3(CCNCC3)C2)c1C (stereo not given)	4%	-14%	11	-9%	i	-19%	2%
Cc1ccc(S(=O)(=O)c2nnn3c2nc(N2CCC(C(N)=O)CC2)c2cc(Cl)ccc23)cc1C	nt	1%	-2	nt	nt	-18%	nt
CN(C)CCCN(C)c1nccc(C2(c3ccccc3Cl)CCNCC2)n1	?	-4%	-14	0%	?	8%	0%
CCOc1ccc(NC(=O)N2CCC3(CC2)SCC(=O)N3Cc2ccco2)cc1	-3%	11%	33	-12%	-21%	-13%	i
O=C(OCc1cc(=O)n2nc(-c3cccs3)sc2n1)c1ccccc1Br	nt	9%	40	nt	nt	16%	nt
Cc1ccc(N2CCC(NC(=O)Cc3cccs3)C2=O)cc1C (stereo not given)	2%	6%	-3	-7%	-2%	-14%	i
COc1ccc(C(=O)N[C@H]2C[C@H]3C(=O)NC[C@@H](CCC(=O)N4CCN(C)CC4)N3C2)cc1	0%	-3%	14	-4%	-8%	-37%	-3%
CCCn1ccc2c(OCC(=O)Nc3ccccc3OCC)cccc2c1=O	nt	8%	-8	nt	nt	-5%	nt
Cn1cnnc1-c1nn(C)c2c1CN(C(=O)c1cc3ccccc3[nH]1)CC2	i	-2%	23	?	0%	105%[activator]	i
Cc1cnc(C2CC2)n1CC1CCNCC1	-5%	2%	2	8%	i	24%	-31%
CN1C(=O)C2(CCN(C(=O)Cc3cccc(F)c3)C2)c2ccccc21 (stereo not given)	-13%	3%	10	-6%	-8%	1%	-4%
Cc1nnc(SCC(=O)Nc2ccc(Br)cc2)[nH]c1=O	nt	15%	-20	nt	nt	2%	nt
O=C(C1CC1)N1CCC2(COc3ncccc3[S+](=O)([O-])N2)C1 (stereo not given)	2%	0%	27	nt	-5%	28%	4%
O=C(c1cccc(Cl)c1)N1CCC(c2nn(-c3ccccn3)c(=O)[nH]2)CC1	-16%	-7%	-12	nt	?	2%	i
Cc1nc2c(c(C)nn2-c2ccccc2)c(C)c1CCC(=O)Nc1ccccc1	nt	10%	-10	nt	nt	11%	nt
NC(=O)c1ccc(OC2CCN(C(=O)CC3CCCCC3)C2)nc1 (stereo not given)	?	0%	21	2%	-9%	16%	i
O=C(CCn1c(=O)c2cccn2c2cccnc21)NCc1ccc(F)cc1	nt	-2%	1	nt	nt	-4%	nt
CCc1ccccc1S(=O)(=O)Cc1ccc(C(=O)NCCc2ccc(C)cc2)o1	nt	-13%	2	nt	nt	-17%	nt
COc1cccc(CN2C[C@@H]3C(C(=O)O)[C@@H]3C2)c1OCCn1ccnc1 (stereo not given in full)	-24%	20%	13	-12%	?	9%	i
CCCn1cc(C(=O)N2C[C@H](c3ccccc3)[C@@H](N)C2)c(C)n1	2%	-10%	13	-1%	4%	18%	i
O=C1CC2(CCN(C(=O)C3CCCN([S+](=O)([O-])c4cccs4)C3)CC2)Oc2ccccc2N1 (stereo not given)	?	-2%	-20	nt	-16%	-17%	-2%

Complete entries, quoted from the list:
COC(=O)c1ccccc1NC(=O)CCC(=O)N1CC(C)Sc2ccccc21 (stereo not given) is entered as HEK cytotox = nt; SNCA viab count = 5%; IP6K1 inhibitor = -12; Luciferase inh = nt; NIH3T3 tox = nt; SNCA expr inhib = -1%; GPT2 inh = nt
CC(C)CCN1CCC2(C1)C(=NC1CCCC1)NC(=O)N2c1cc(F)cc(F)c1 (stereo not given) is entered as HEK cytotox = ?; SNCA viab count = -25%; IP6K1 inhibitor = -11; Luciferase inh = nt; NIH3T3 tox = ?; SNCA expr inhib = ?; GPT2 inh = i
Cc1ccc(N2CCC(NC(=O)Cc3cccs3)C2=O)cc1C (stereo not given) is entered as HEK cytotox = 2%; SNCA viab count = 6%; IP6K1 inhibitor = -3; Luciferase inh = -7%; NIH3T3 tox = -2%; SNCA expr inhib = -14%; GPT2 inh = i

Next part:
SMILES	HEK cytotox	SNCA viab count	IP6K1 inhibitor	Luciferase inh	NIH3T3 tox	SNCA expr inhib	GPT2 inh
CC(=O)Nc1ccc(CC(=O)N2CCc3c(nc4cc(-c5ccccc5)[nH]n4c3=O)C2)cc1	9%	2%	23	-28%	-17%	16%	i
Cc1noc(-c2cccc(OC3CN(C(=O)c4cccn4C)C3)c2)n1	?	-18%	-3	4%	-23%	-2%	i
C[C@@]1(O)CCN(C(=O)C2(c3ccccc3)CC2)C[C@@H]1Cc1ccccc1	?	5%	3	6%	?	22%	-7%[11.5 µM]
CC1(O)CCCN(c2ccc(-c3nc(CCCc4ccccc4)no3)cn2)C1 (stereo not given)	32µM*	-3%	23	35µM*	?	72%[activator]	-9%
CCOCc1nc(C2CCCN(C(=O)NCc3ccc(F)cc3)C2)no1 (stereo not given)	-28%	-3%[12.5 µM]	35	2%	-10%	2%	-2%
Cc1noc(C)c1S(=O)(=O)N1CCN(C(=O)N2CC3CC(C2)[C@H]2CCCC(=O)N2C3)CC1 (stereo not given in full)	-5%	8%	10	7%	-11%	-10%	-4%
Cc1ccc(C2=NC3(CCN(C(=O)c4ccncc4)CC3)ON2)cc1	-4%	3%	-5	-9%	i	6%	i
COc1ccc(C(=O)N2CCC(c3n[nH]c(=O)n3Cc3ccc(F)cc3)CC2)cc1F	-4%	2%	-4	-2%	?	-2%	i
CN(Cc1ccccc1)C(=O)C1(C)CCCc2cnc(Nc3cccnc3)nc21 (stereo not given)	?	-31%[87.6 µM]	-4	-12%[172 µM]	?	-7%[87.6 µM]	i
CN1CCC(CNC(=O)c2cc(-c3ccc(F)cc3)cc3ncn(C)c23)CC1=O (stereo not given)	i	8%[87.6 µM]	-1	-14%[172 µM]	?	-3%[87.6 µM]	-6%[88.5 µM]

Only SNCA viab count and IP6K1 inhibitor, for seven of the compounds above:
compound	SNCA viab count	IP6K1 inhibitor
CC(=O)Nc1ccc(CC(=O)N2CCc3c(nc4cc(-c5ccccc5)[nH]n4c3=O)C2)cc1	2%	23
Cc1noc(-c2cccc(OC3CN(C(=O)c4cccn4C)C3)c2)n1	-18%	-3
C[C@@]1(O)CCN(C(=O)C2(c3ccccc3)CC2)C[C@@H]1Cc1ccccc1	5%	3
CC1(O)CCCN(c2ccc(-c3nc(CCCc4ccccc4)no3)cn2)C1 (stereo not given)	-3%	23
CCOCc1nc(C2CCCN(C(=O)NCc3ccc(F)cc3)C2)no1 (stereo not given)	-3%[12.5 µM]	35
Cc1noc(C)c1S(=O)(=O)N1CCN(C(=O)N2CC3CC(C2)[C@H]2CCCC(=O)N2C3)CC1 (stereo not given in full)	8%	10
Cc1ccc(C2=NC3(CCN(C(=O)c4ccncc4)CC3)ON2)cc1	3%	-5

Remaining list, next part
SMILES	HEK cytotox	SNCA viab count	IP6K1 inhibitor	Luciferase inh	NIH3T3 tox	SNCA expr inhib	GPT2 inh
COc1ccc(S(=O)(=O)Nc2ccc3c(c2)N(C(C)=O)CCC3)cc1F	nt	-4%	1	nt	nt	-45%	nt
CC(=O)NCC(=O)NCc1nnc2ccc(-c3ccc(C)c(C)c3)nn12	-3%	5%	5	6%	i	39%[activator]	i
Cc1ccc(C(=O)COC(=O)CCC(=O)Nc2ccc(Oc3ccccc3)cc2)cc1C	nt	-2%	0	nt	nt	-24%	nt
O=C(Cc1cccs1)N1CCOc2ccc(CN3CCCCC3)cc2C1	-23%	-15%	-7	2%	-16%	-12%	-19%
O=C(NC1CCCCC1)C1CN(C(=O)c2cccc(C(F)(F)F)c2)CC12CCOCC2 (stereo not given)	-7%	2%	17	5%	-6%	0%	-2%
